# APJ ag = APJ receptor agonism; CHO-K1 APJ PathHunter beta-arrestin, luminescence; 0% DMSO wells, 100% apelin; activation, % at 20 µM; 330,000 tested, 0.11% active; AID 2520;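 active means activation more than six SD over the plate average, tested at 20 µM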;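 further: 0% = DMSO alone and 100% = apelin-13 at 10 nM; some results filed as inactive read as strong as hits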
#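 Test system: CHO-K1 APJ beta-arrestin complementation cell line. Amount: cell density 1000 per well. Controls: DMSO negative, 10 nM Apelin-13 positive. Signal: luminescent beta-gal fragment complementation, chemiluminescent substrate. Read-out basis: agonist-driven arrestin binding to APJ. Timing: compound stimulation 90 min at 25 °C, detection 60 min.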
# UPR XBP1 act = adaptive UPR (XBP1) activation; AID 463104; 330,000 tested, 0.33% active; CHO-XBP1 luciferase reporter, IRE1-XBP1 UPR activation, luminescence; percent of tunicamycin response, DMSO as zero; activation, % at 20 µM;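 active means versus positive control, 20 µM dose yields 30% or more activation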;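 further: 100% = tunicamycin at 10 µg/mL and 0% = DMSO only wells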
#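 Material: CHO-XBP1 cells stably carrying IRE1-XBP1-driven luciferase reporter | Medium: F12 with 10% serum | Compound dosing: 20 µM single concentration, DMSO 1% | Incubation: Overnight seeding at 37 °C, 6 h compound treatment at 37 °C | Detection: Steady-Glo luminescence read | Read-out basis: % activation of reporter signal versus tunicamycin and DMSO controls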
# Mdm2 MdmX PPI = disrupts the human Mdm2-MdmX interaction; AID 485346; 330,000 tested, 3% active; inhibition, % at 8 µM; O15151+Q00987; SaOS-2 split-luciferase Mdm2/MdmX complementation, luminescence;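 active means inhibition of at least 50% at 8 µM in the primary screen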
# Target sequence (O15151 whole entry, looked up): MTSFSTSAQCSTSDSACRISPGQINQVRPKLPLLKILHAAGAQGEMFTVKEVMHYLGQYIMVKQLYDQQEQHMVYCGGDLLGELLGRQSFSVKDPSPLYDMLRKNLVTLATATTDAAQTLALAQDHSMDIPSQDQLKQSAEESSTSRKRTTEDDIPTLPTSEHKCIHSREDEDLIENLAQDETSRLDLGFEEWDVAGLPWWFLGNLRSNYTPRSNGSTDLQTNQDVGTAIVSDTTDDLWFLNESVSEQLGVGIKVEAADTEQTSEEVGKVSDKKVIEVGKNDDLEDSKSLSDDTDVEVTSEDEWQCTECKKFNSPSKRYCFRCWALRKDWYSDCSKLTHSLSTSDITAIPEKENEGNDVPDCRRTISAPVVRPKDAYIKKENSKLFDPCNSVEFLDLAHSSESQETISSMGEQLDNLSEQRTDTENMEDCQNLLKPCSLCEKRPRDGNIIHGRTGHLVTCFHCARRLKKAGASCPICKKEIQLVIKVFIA
# Target sequence (Q00987 whole entry, looked up): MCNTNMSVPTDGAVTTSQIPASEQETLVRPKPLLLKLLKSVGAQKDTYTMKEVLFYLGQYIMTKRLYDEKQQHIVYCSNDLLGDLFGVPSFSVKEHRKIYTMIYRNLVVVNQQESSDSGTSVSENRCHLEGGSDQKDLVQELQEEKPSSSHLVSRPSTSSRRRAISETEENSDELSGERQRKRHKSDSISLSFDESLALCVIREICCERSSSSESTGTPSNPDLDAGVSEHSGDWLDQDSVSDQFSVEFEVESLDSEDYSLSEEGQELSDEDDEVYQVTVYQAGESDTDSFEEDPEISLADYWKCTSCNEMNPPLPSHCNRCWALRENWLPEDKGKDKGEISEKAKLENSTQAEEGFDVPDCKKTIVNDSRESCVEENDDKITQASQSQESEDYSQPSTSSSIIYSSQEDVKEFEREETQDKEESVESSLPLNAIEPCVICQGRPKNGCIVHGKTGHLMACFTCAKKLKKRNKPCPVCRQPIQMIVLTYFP
# CXCR6 block = CXCR6 (human) receptor inhibition. inhibition, % at 20 µM. 360,000 tested, 0.36% active. O00574. CHO-K1 PathHunter CXCR6 beta-arrestin, luminescence. AID 602244; in the data active means inhibition above about 34%, passing the limit was not always enough;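 further: antagonist mode with CXCL16 agonist at 10 nM final; 0% = 10 nM CXCL16 with DMSO and 100% = unstimulated wells without agonist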
# APJ antagonist = antagonists of human APJ apelin receptor | P35414 | inhibition, % at 20 µM | 330,000 tested, 0.32% active | CHO-K1 APJ beta-arrestin complementation, luminescence;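 active means inhibition above about 40% at 20 µM, limit read from the data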;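 further: cells challenged with 10 nM apelin-13 agonist together with compound; plate controls were apelin-13 plus DMSO wells for no effect and DMSO wells lacking apelin-13 for full effect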
# tim23-1 inh = tim23-1 yeast growth inhibition; S. cerevisiae tim23-1 growth, BacTiter-Glo luminescence, 24 h; inhibition, % at 20 µM; 330,000 tested, 1.3% active;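 active means growth inhibition of the mutant yeast at or above 50%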;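 further: temperature-sensitive mutant grown at 25 °C; plate controls were DMSO-treated mutant yeast for no effect and medium wells lacking yeast for full effect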
# TIM10 inh = inhibits growth of TIM10 yeast strain. AID 463195. inhibition, % at 10 µM. 330,000 tested, 1.4% active. S. cerevisiae TIM10 strain growth, BacTiter-Glo luminescence, 24 h;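 active means inhibition of 40% or more at the single tested concentration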;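 further: wild-type TIM10 isogenic control strain grown at permissive 25 °C; 0% = DMSO yeast wells and 100% = minimal medium wells without yeast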
# tim10-1 inh = inhibits growth of tim10-1 mutant yeast | S. cerevisiae tim10-1 ts strain growth, BacTiter-Glo, 24 h | inhibition, % at 20 µM | 330,000 tested, 2.2% active;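 active means inhibition of at least 40%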;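 further: mutant grown at 25 °C; 0% = DMSO wells with yeast and 100% = wells holding no yeast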
# UPR CHOP act = activators of apoptotic arm of unfolded protein response (CHOP); CHO-CHOP luciferase reporter, UPR activation, luminescence; percent of tunicamycin response over DMSO baseline; 330,000 tested, 0.34% active; activation, % at 10 µM;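 active means at 10 µM dose, activation of 40% or more, normalized to positive control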;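 further: 100% = tunicamycin at 10 µg/mL and 0% = DMSO alone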
#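 Test system: CHO-CHOP cells, stable luciferase reporter of PERK-eIF2a-CHOP signalling | Quantity: 500 CHO-CHOP cells per well | Buffer or medium: F12 plus 10% serum | Compound dosing: 10 µM single point, 0.5% DMSO | Schedule: 6 h compound treatment, 37 °C | Signal: Luciferase luminescence | Control set: Tunicamycin high control, DMSO low control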
# An asterisk follows results filed as active; x = no result given. An excerpt; count on the stated rates, not on these rows.
# Preview, 10 compounds:
SMILES,APJ ag,UPR XBP1 act,Mdm2 MdmX PPI,CXCR6 block,APJ antagonist,tim23-1 inh,TIM10 inh,tim10-1 inh,UPR CHOP act
COc1ccc(C(=O)NNC(=O)C2(C)CC2(Br)Br)cc1 (configuration not stated),1,0,4,-5,11,3,-1,1,3.5
Cc1ccc(NNC(=O)C2CCC2)cc1C,-1,-3,-2,1,30,16,15,-68,0.7
CC(C)SCc1nc2ccccc2[nH]1,7,1,-1,-4,-3,12,5,-6,0.3
CC(C)Nc1nc(Oc2ccc(Cl)cc2Cl)cc(C(F)(F)F)n1,2,-3,6,-10,19,5,11,-21,-1.1
Cn1ncc(Cl)c1C(=O)N1CCN(c2cccc(Cl)c2)CC1,4,-7,2,-1,5,20,0,1,-1.3
CN(C(=O)COC(=O)c1cncc(Br)c1)C1CCS(=O)(=O)C1 (configuration not stated),4,0,12,-1,0,1,-19,3,-1.5
COc1ccc(CNC(=O)CN(c2ccccc2)S(=O)(=O)c2ccccc2[N+](=O)[O-])cc1,-1,-4,4,4,17,17,10,24,-1.0
Cc1ccccc1NC(=O)CCCCC(=O)Nc1ccccc1C,0,-4,20,-2,17,-8,-7,-17,0.2
Cc1nn(CC(=O)c2ccc3c(c2)OCCO3)c(=O)c(C#N)c1C,-1,-2,4,-2,3,15,0,7,0.6
COc1ccc2[nH]c(C)c(C(=O)CN(C)CC3OCCO3)c2c1,1,-2,15,x,5,4,8,-4,2.4

# This part in full, repeating the preview:
SMILES,APJ ag,UPR XBP1 act,Mdm2 MdmX PPI,CXCR6 block,APJ antagonist,tim23-1 inh,TIM10 inh,tim10-1 inh,UPR CHOP act
COc1ccc(C(=O)NNC(=O)C2(C)CC2(Br)Br)cc1 (configuration not stated),1,0,4,-5,11,3,-1,1,3.5
Cc1ccc(NNC(=O)C2CCC2)cc1C,-1,-3,-2,1,30,16,15,-68,0.7
CC(C)SCc1nc2ccccc2[nH]1,7,1,-1,-4,-3,12,5,-6,0.3
CC(C)Nc1nc(Oc2ccc(Cl)cc2Cl)cc(C(F)(F)F)n1,2,-3,6,-10,19,5,11,-21,-1.1
Cn1ncc(Cl)c1C(=O)N1CCN(c2cccc(Cl)c2)CC1,4,-7,2,-1,5,20,0,1,-1.3
CN(C(=O)COC(=O)c1cncc(Br)c1)C1CCS(=O)(=O)C1 (configuration not stated),4,0,12,-1,0,1,-19,3,-1.5
COc1ccc(CNC(=O)CN(c2ccccc2)S(=O)(=O)c2ccccc2[N+](=O)[O-])cc1,-1,-4,4,4,17,17,10,24,-1.0
Cc1ccccc1NC(=O)CCCCC(=O)Nc1ccccc1C,0,-4,20,-2,17,-8,-7,-17,0.2
Cc1nn(CC(=O)c2ccc3c(c2)OCCO3)c(=O)c(C#N)c1C,-1,-2,4,-2,3,15,0,7,0.6
COc1ccc2[nH]c(C)c(C(=O)CN(C)CC3OCCO3)c2c1,1,-2,15,x,5,4,8,-4,2.4
Cc1ccc(/C=N/N=C/c2ccc(C)s2)s1,-2,3,-206,-2,1,6,10,8,2.4
Cc1c(-c2ccc(F)cc2)[n+](=O)c2c(n1[O-])CCCCC2,-2,0,12,-1,-11,-2,-14,5,0.1
N#CC1C(C#N)N2CCCN2C1c1ccc(Br)cc1 (configuration not stated),-2,-1,8,-11,21,10,12,-1,-0.6
Cc1[nH]n2c(=O)c3c(nc2c1-c1ccccc1)CCC3,-1,-3,16,0,7,-13,-6,-6,-2.8
Cc1[nH]c2ccccc2c1C(=O)CSc1ccc(F)cc1,2,-2,9,-2,13,3,3,1,2.6
O=C(NCc1ccccc1)C1CCC(=O)N(CC2CCCCC2)C1 (configuration not stated),-3,1,-7,0,2,9,-4,12,0.4
O=S(=O)(/C=C/c1ccccc1)N1CCN(Cc2ccccc2)CC1,-5,-2,20,-6,9,8,-15,-4,0.2
Cc1ccccc1N1CCN(C(=O)[C@@H]2CCCN2C2=NS(=O)(=O)c3ccccc32)CC1,-2,1,20,1,10,-5,13,13,-1.7
N=c1c(S(=O)(=O)c2ccccc2)cc2c(=O)n3ccccc3nc2n1CCCN1CCOCC1,-3,2,-5,7,18,15,-4,13,-1.5
O=C(Nc1ccccc1N1CCCC1)c1ccc2c(c1)OCO2,3,2,27,2,19,18,17,21,-1.9
CCC(=O)N1N=C(c2ccccc2)CC1c1ccc([N+](=O)[O-])cc1 (configuration not stated),-1,-2,-1,2,-7,20,4,3,0.9
CCC(C)Sc1nc2c(c(=O)[nH]c(=O)n2C)n1CCc1ccccc1 (configuration not stated),0,8,18,2,-16,-22,-36,-7,-3.8
CCN(CC)CCNC(=O)C1(O)c2cc(Br)ccc2NC(=O)N1c1c(F)cccc1F (configuration not stated),-1,5,7,5,12,-2,11,-5,3.6
Cc1ccc(-n2ncc3c(NCc4ccccc4)ncnc32)cc1,-1,17,2,-5,5,-20,0,-10,5.1
O=C(CSc1ccc([N+](=O)[O-])cn1)Nc1ccccc1N1CCOCC1,14,-5,23,-12,-21,18,6,27,0.9
CN1CCN(S(=O)(=O)Cc2ccc(Cl)cc2)CC1,-2,2,33,1,-1,4,-12,-17,1.0
CCOc1ccc(NC(=O)CCC(=O)NNC(=O)COc2ccccc2C)cc1,-1,2,0,1,2,-4,7,-11,1.2
COc1ccc(S(=O)(=O)NN=C2CCCC2)cc1,-4,0,-21,-4,21,16,-19,5,0.4
O=C(Cc1cccs1)NNC(=S)NCc1ccc(Cl)cc1,-5,-1,0,4,7,15,16,21,-2.1
CC1CN(S(=O)(=O)c2cccc(-c3csc(-c4ccccc4)n3)c2)CC(C)O1 (configuration not stated),-3,-5,12,-3,-8,20,17,19,0.9
O=Cc1c(NCc2ccco2)nc2ccccn2c1=O,-5,0,-13,-3,-21,10,-8,13,2.7
C#CCOCCOCCOCCNc1nc(N2CCN(C(=O)[C@H](CCCCN)n3cc([C@@H](N)CC(N)=O)nn3)CC2)nc(N2CCN(C(=O)[C@H](CCCCN)n3cc([C@@H](N)CC(N)=O)nn3)CC2)n1,-3,-1,-26,-1,19,8,2,10,0.6
Cc1cccc(N2CCN(C(=O)CCCn3c(=S)[nH]c4cc5c(cc4c3=O)OCO5)CC2)c1C,-2,2,34,6,-14,14,22,32,2.1
Cc1ccc(C)c(S(=O)(=O)N2CCN(C(=O)C(C)Sc3ccccc3)CC2)c1 (configuration not stated),3,-5,15,8,-13,32,5,14,0.3
Cc1ccc(S(=O)(=O)CC(=O)N(CCCN2CCOCC2)c2nc3c(F)cccc3s2)cc1,-4,-2,2,-4,14,-12,-6,-12,4.3
CCOC(=O)C1CCCN(C(=O)c2cc(Nc3ccc(OC)c(OC)c3)nc3ccccc23)C1 (configuration not stated),2,0,21,-3,6,-18,26,15,3.6
Cc1ccc(S(=O)(=O)NCCCCCC(=O)Nc2cccc(C)c2)cc1,-1,0,9,-3,-7,4,-19,18,-0.6
NC1=C([N+](=O)[O-])C(c2ccc(F)cc2)C2=C(CCCC2=O)O1 (configuration not stated),-2,3,-9,-8,9,7,-5,-1,0.8
COCCOC(=O)C1=C(C)Nc2ncnn2C1c1ccccc1 (configuration not stated),-4,1,-29,0,5,8,-5,0,1.2
CC1CN(C(=O)CSc2nnc(NC(=O)NC(C)(C)C)s2)CC(C)O1 (configuration not stated),3,0,10,6,-17,-10,-4,-2,1.6
COC(=O)[C@@H]1C[C@@]2(O)[C@H](O)[C@H](O)[C@H](O)C[C@H]2N1Cc1cccc2ccccc12,-7,1,3,2,-4,-7,5,3,-2.0
Nc1nonc1C(=O)NCCNc1ccc([N+](=O)[O-])cc1,-7,2,6,6,10,9,-2,5,-0.4
COc1cc(/C=N/N=C(\N)c2nonc2N)ccc1O,0,6,10,-2,7,2,-7,11,4.5
OCCCN1CCN(CCOc2ccccc2-c2ccccc2)CC1,1,2,-11,-2,4,-3,-2,10,0.6
O=C(CN1CCCc2ccccc21)N/N=C/c1ccc(O)cc1O,-1,-1,38,-12,-8,32,19,23,-0.2
CCc1nn2cc(C(=O)c3cc(Cl)ccc3O)cnc2c1-c1ccc(F)cc1,6,-1,13,3,-14,17,23,11,-0.3
C=CCNC(=O)C1CC(=O)N(c2ccc(OCC(=O)N3CCCC3)cc2)C1 (configuration not stated),0,-2,12,-3,14,-10,-9,-9,0.4
O=[N+]([O-])c1cccc(C2CC(c3ccccc3)=NN2c2ccccc2)c1 (configuration not stated),-4,-5,13,8,10,41,29,18,3.8
O=C1NC2(CCCCC2)C(=O)N1CC(=O)N(Cc1ccccc1)c1ccccc1,-7,-5,-1,2,9,15,11,15,-1.0
CC(=O)c1ccc(C(=O)NC2CCCN(Cc3ccccc3F)C2)s1 (configuration not stated),-9,-4,2,-4,11,6,1,-3,1.7
COc1ccccc1NC(=O)Cc1nnc(SCC(=O)Nc2ccccc2F)n1C,0,-4,-16,1,-4,7,-18,10,0.3
CC1Cc2ccccc2N1C(=O)CN1C(=O)CN(C)C(=O)c2ccccc21 (configuration not stated),2,-3,-22,12,19,11,-4,1,-1.6
CC(=O)NCCn1c(SCc2cc(=O)n3cc(Cl)ccc3n2)nc2ccccc2c1=O,0,6,12,-7,3,4,12,10,-1.3
CCOc1cc(C2C3=C(CCCC3=O)N(C)C3=C2C(=O)CCC3)cc(Cl)c1O,0,-1,6,-11,-7,5,-7,8,-1.7
Fc1ccc(N/N=C/c2ccncc2)c(F)c1,2,2,-42,-3,-14,17,8,-11,3.2
CCOC(=O)[C@H]1[C@H]2COc3cc(OC)ccc3[C@@H]2N2C(=O)CN(CC3CCCO3)C(=O)[C@@]12C (some centres not stated),-3,0,2,2,2,-4,5,-6,-0.6
Cc1cc(C(=O)NNC(=O)Nc2ccc(Cl)cc2)no1,-6,0,1,6,-24,-13,-18,-18,-2.1
CCOC(=O)c1cc(-c2ccccc2)nc2nc(N(CC)CC)sc12,-1,2,22,2,2,39,10,3,0.5

# Screens (PubChem BioAssay)
